High-throughput results from PubChem.
Cardio protect: protects H9c2 cardiomyocytes from peroxide injury | AID 588492 | protection from H2O2 cell death, % at 20 µM | H2O2 injury protection, ATPLite, 2 h | 360,000 compounds, 0.63% hits;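 active means compounds giving at least 50% protection of heart cells from peroxide-induced death in the single-dose screen, raw or plate-pattern-corrected value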;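 further: 0% = DMSO wells with peroxide and 100% = DMSO wells without peroxide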
m5-HT2A agonist: agonists of mouse serotonin 5-HT2A receptor (HTR2A) | CHO-K1 mHTR2A beta-arrestin complementation, luminescence; percent of 30 µM serotonin response | activation, % at 7.6 µM | 360,000 compounds, 0.66% hits;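 active means activation above a run cutoff, the mean activation of all tested compounds plus 3 SD, cut at about 14% in these data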;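 further: 0% = plate median of compound wells and 100% = 30 µM serotonin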
CaV13 ICDI inh: Primary screen for inhibitors of IQ motif and Ca2+-dependent inactivation inhibitor domain binding in CACNA1D, Förster resonance energy transfer in living cells, …; 340,000 compounds, 0.098% hits; inhibition, % at 12.3 µM; HEK cells, CFP/YFP FRET ICDI-IQ, plate reader, 10 min; percent FRET-ratio fall versus neutral wells;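 active means mean replicate inhibition of at least 30% and at least 1% of replicates passing that level; inconclusive means only one of the two criteria is met; inactive means neither criterion is met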;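 further: 0% = median of the neutral control wells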
MC4R ag barr: agonists of human melanocortin 4 receptor (MC4R) beta-arrestin; U2OS MC4R beta-arrestin complementation, luminescence; percent of melanotan II response, DMSO zero; P32245; 360,000 compounds, 0.98% hits; activation, % at 8.9 µM;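 active means activation above a per-plate cutoff, the mean activation of sample wells on that plate plus 3 SD, cut at about 8% in these data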
Target sequence (P32245 whole entry, looked up): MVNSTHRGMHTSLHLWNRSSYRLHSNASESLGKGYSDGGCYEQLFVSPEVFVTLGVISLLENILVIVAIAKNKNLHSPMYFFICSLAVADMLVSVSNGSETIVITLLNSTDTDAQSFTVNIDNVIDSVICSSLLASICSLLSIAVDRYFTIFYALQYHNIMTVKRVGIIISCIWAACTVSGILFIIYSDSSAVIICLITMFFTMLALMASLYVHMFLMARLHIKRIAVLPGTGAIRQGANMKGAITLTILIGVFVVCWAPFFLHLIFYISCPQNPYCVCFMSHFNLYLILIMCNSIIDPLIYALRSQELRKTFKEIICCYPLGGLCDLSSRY
PDI inh: blocks human protein disulfide isomerase activity; P07237; PDI insulin aggregation turbidity, A650, 90 min; inhibition, % at 10 µM; 350,000 compounds, 0.052% hits;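 active means mean inhibition across replicates of 30% or more, whatever share of single replicates reach that level; inconclusive means mean inhibition below 30% while every single replicate reaches 30%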;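 further: absorbance from insulin aggregation driven by PDI reduction with DTT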
Target sequence (P07237 whole entry, looked up): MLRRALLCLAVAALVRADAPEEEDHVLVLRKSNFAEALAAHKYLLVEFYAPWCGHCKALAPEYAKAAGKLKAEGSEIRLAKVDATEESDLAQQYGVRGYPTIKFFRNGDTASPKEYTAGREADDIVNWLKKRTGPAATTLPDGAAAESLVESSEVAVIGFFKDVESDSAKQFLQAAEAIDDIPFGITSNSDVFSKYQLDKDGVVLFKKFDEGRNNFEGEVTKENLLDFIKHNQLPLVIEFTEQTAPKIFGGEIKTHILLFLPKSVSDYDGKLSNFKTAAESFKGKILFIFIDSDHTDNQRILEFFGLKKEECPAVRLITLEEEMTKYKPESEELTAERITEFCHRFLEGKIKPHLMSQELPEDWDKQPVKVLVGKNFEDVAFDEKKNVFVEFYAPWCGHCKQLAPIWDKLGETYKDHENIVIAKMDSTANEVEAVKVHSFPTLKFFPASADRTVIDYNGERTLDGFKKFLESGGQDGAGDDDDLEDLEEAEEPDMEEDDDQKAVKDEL
ABCB6 inh 2: blocks the human ABCB6 transporter | Q9NP58 | K562-ABCB6 porphyrin accumulation, flow cytometry, 1 h; active compounds read low | fluorescence ratio to DMSO, % at 10 µM | 360,000 compounds, 0.19% hits;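 active means fluorescence ratio to DMSO below 75%, the collection mean minus 3 SD; inconclusive means too few cells collected in the well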;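 further: signal is porphyrin accumulated inside mitochondria; 100% equals median channel fluorescence of DMSO control wells; lower ratio means ABCB6 inhibition with less porphyrin fluorescence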
Vif inh: blocks HIV Vif function. AID 602346. inhibition, % at 7.49 µM. HEK293T cells, Vif self-association by quenched fluorescence, imaging, 24 h. 340,000 compounds, 0.35% hits; in the data active means inhibition above about 50%, passing the limit was not always enough; inconclusive means no clear call, values can overlap the other calls; inactive means below about 31%; further: some results filed as inactive read as strong as hits
MC4R antagonist: antagonists of human melanocortin 4 receptor (MC4R); P32245; MC4R-expressing cells, MTII-stimulated cAMP, LANCE TR-FRET; inhibition, % at 6.5 µM; 360,000 compounds, 0.48% hits; AID 540295;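 active means inhibition above its plate's cutoff, the mean of tested wells on that plate plus 3 SD, cut at about 29% in these data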;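 further: 0% = Melanotan II alone and 100% = Melanotan II plus saturating MCL0020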
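Material – human MC4R-expressing U2OS cells · Repeats – no replicates · Detection – TR-FRET with Eu-cAMP and labeled anti-cAMP, 671 nm · Times – compound 30 min, challenge 1 h, detection 1 h · Compound – single nominal compound dose of 6.5 µM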
aDG glyco act: increases alpha dystroglycan glycosylation | Pro5-aDG cells, alpha-DG glycosylation AlphaScreen (IIH6); 0% Pro5, 100% B10-LARGE cell signal | 360,000 compounds, 0.22% hits | activation, % at 10 µM;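 active means activation of at least 8% versus controls, or a plate z-score of at least 8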;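 further: Pro5 are CHO cells carrying HIG-tagged alpha-DG that lacks glycosylation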
Glyco luc inh: blocks N-linked glycosylation in D54 reporter cells; reporter increase, % at 12.5 µM; AID 588692; D54 ERlucT glycosylation luciferase reporter, 24 h; percent of 100 nM tunicamycin response; 360,000 compounds, 0.23% hits;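 active means mean luciferase reporter signal, scaled so untreated is 0 and the glycosylation-blocking control 100, at or above a set limit in every replicate; inconclusive means mean reaches the limit but not every replicate does; inactive means mean below the limit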;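 further: luciferase carries N-glycosylation sites so blocking glycosylation raises the light; 0% = median of neutral control wells and 100% = median of 100 nM tunicamycin wells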
Active calls of the source: *; ? = inconclusive; . = no result given.

SMILES	Cardio protect	m5-HT2A agonist	CaV13 ICDI inh	MC4R ag barr	PDI inh	ABCB6 inh 2	Vif inh	MC4R antagonist	aDG glyco act	Glyco luc inh
COC1CC(N)C2OC(c3ccccc3)OCC2O1 (configuration not stated)	2	5	-2	-1.2	1	97	1	-2	-0.2	-1
Nc1ccc(-c2nc3c(Cl)cc(N)cc3[nH]2)cc1	42	8	.	-3.0	4	119	7	-13	0.1	-12
CC(=O)c1ccc(-c2c(C)cc3oc(=O)cc(-c4ccccc4)c3c2C)cc1	5	2	-7	-0.7	-5	100	-4	6	0.1	-4
CC1(C)C(CC2OCC(CN3CCCCC3)O2)[C@H]2CC[C@@H]1C2 (some centres not stated)	1	-7	-5	1.2	-3	102	-4	22	0.1	-1
CCOc1ccc(C(=O)N/N=C/c2ccc(SC)cc2)cc1	2	0	-6	6.0	-1	104	-4	4	0.3	-3
CCN(CC)C(=O)CS(=O)(=O)CC(=O)Nc1cc(OCCOC)c(Cl)cc1Cl	-6	5	-5	-0.1	7	107	3	15	0.4	1
Cc1ccc(C)c(NC(=O)c2cc(-c3cc(C)ccc3O)n[nH]2)c1	-11	-3	-4	5.2	7	96	7	-4	0.1	1
COc1ccccc1NC(=S)N(CCCN(C)C)Cc1cc2cc3c(cc2[nH]c1=O)OCO3	2	0	-6	-1.7	-1	98	-3	17	-0.1	0
NC(=O)c1ccccc1NS(=O)(=O)c1cccs1	-4	0	-4	0.5	4	90	-4	0	1.1	-1
O=C(COC(=O)Cc1ccc(F)cc1)NC1CCS(=O)(=O)C1 (configuration not stated)	2	-2	-6	-0.4	-1	94	.	8	-0.4	3
C/C(CCc1ccc2c(c1)OCO2)=N\N=C(/N)SC1CC(=O)N(c2ccccc2F)C1=O (configuration not stated)	2	0	-3	-1.2	14	95	-14	0	0.1	2
CCCn1c(SCC(=O)Nc2ccccc2-c2ccccc2)nnc1-c1ccoc1C	-7	8	-5	-2.7	-6	98	0	-1	0.0	11
CC(C)c1cc(C(=O)OCC(=O)NC(=O)NCc2ccco2)c(O)c(C(C)C)c1	-17	0	-5	-2.1	1	94	5	21	0.2	-2
C=CCN1CC2CC3(COc4cc(C)cc(C)c4)C=CC2(O3)C1=O (configuration not stated)	9	2	-8	-0.6	1	97	9	8	0.0	2
O=C(COC(=O)CSc1ccc(F)cc1)NC1CCCCCC1	3	-2	-15	-0.6	7	97	9	6	0.1	5
CCCS(=O)(=O)NC(=O)C1(C)CCCN(C(=O)c2ccccc2Br)C1 (configuration not stated)	-2	8	-7	-0.9	7	90	9	7	0.0	1
CCOc1ccc(CNc2ccc(N3CCOCC3)c(C(=O)O)c2)cc1	5	1	-5	1.5	17	101	-5	11	0.2	-1
O=C(CC1CCCC1)N1CCN(S(=O)(=O)c2ccc(F)cc2)CC1	9	5	-6	0.1	6	94	0	2	0.8	-4
CC(C)Sc1snnc1-c1ccccc1	-2	-2	0	8.9*	1	100	-4	-5	0.2	-2
OC[C@@H]1CN(CCN2CCOCC2)C[C@H](n2cnc3c(NCc4ccco4)ncnc32)O1	5	-1	-10	0.0	-28	96	-6	8	-0.3	-1
Cc1nc(S(=O)(=O)Cc2ccc(Cl)cc2)nc2c1CCC2	3	0	-2	-3.1	-1	104	1	-4	-0.1	1
COC(=O)C1=C(C)N(C)C(=S)N(C)C1c1ccc(OC)cc1 (configuration not stated)	0	1	-3	-0.4	0	103	1	9	0.5	0
CN1/C(=C/C2CC(=O)N(c3cccc4ccccc34)C2=O)C(C)(C)c2ccccc21 (configuration not stated)	1	2	-6	0.1	-2	166	-4	15	-0.2	-2
O=C(Nc1nnc(SCc2cccc3ccccc23)s1)C1COc2ccccc2O1 (configuration not stated)	-3	0	-18	0.1	14	94	6	2	-0.3	2
CCN(CC(=O)NC(C)C)Cc1nc2c(Br)cc(Br)cc2c(=O)[nH]1	17	3	-16	-1.9	0	97	-8	27	-0.1	0

An excerpt from above in order of SMILES length, rising:
SMILES	Cardio protect	m5-HT2A agonist	CaV13 ICDI inh	MC4R ag barr	PDI inh	ABCB6 inh 2	Vif inh	MC4R antagonist	aDG glyco act	Glyco luc inh
COC1CC(N)C2OC(c3ccccc3)OCC2O1 (configuration not stated)	2	5	-2	-1.2	1	97	1	-2	-0.2	-1
O=C(COC(=O)CSc1ccc(F)cc1)NC1CCCCCC1	3	-2	-15	-0.6	7	97	9	6	0.1	5
CCOc1ccc(C(=O)N/N=C/c2ccc(SC)cc2)cc1	2	0	-6	6.0	-1	104	-4	4	0.3	-3
Cc1nc(S(=O)(=O)Cc2ccc(Cl)cc2)nc2c1CCC2	3	0	-2	-3.1	-1	104	1	-4	-0.1	1
O=C(COC(=O)Cc1ccc(F)cc1)NC1CCS(=O)(=O)C1 (configuration not stated)	2	-2	-6	-0.4	-1	94	.	8	-0.4	3
CCOc1ccc(CNc2ccc(N3CCOCC3)c(C(=O)O)c2)cc1	5	1	-5	1.5	17	101	-5	11	0.2	-1
C=CCN1CC2CC3(COc4cc(C)cc(C)c4)C=CC2(O3)C1=O (configuration not stated)	9	2	-8	-0.6	1	97	9	8	0.0	2
O=C(Nc1nnc(SCc2cccc3ccccc23)s1)C1COc2ccccc2O1 (configuration not stated)	-3	0	-18	0.1	14	94	6	2	-0.3	2
CCCS(=O)(=O)NC(=O)C1(C)CCCN(C(=O)c2ccccc2Br)C1 (configuration not stated)	-2	8	-7	-0.9	7	90	9	7	0.0	1
CCN(CC(=O)NC(C)C)Cc1nc2c(Br)cc(Br)cc2c(=O)[nH]1	17	3	-16	-1.9	0	97	-8	27	-0.1	0
CCN(CC)C(=O)CS(=O)(=O)CC(=O)Nc1cc(OCCOC)c(Cl)cc1Cl	-6	5	-5	-0.1	7	107	3	15	0.4	1
COc1ccccc1NC(=S)N(CCCN(C)C)Cc1cc2cc3c(cc2[nH]c1=O)OCO3	2	0	-6	-1.7	-1	98	-3	17	-0.1	0
CN1/C(=C/C2CC(=O)N(c3cccc4ccccc34)C2=O)C(C)(C)c2ccccc21 (configuration not stated)	1	2	-6	0.1	-2	166	-4	15	-0.2	-2
OC[C@@H]1CN(CCN2CCOCC2)C[C@H](n2cnc3c(NCc4ccco4)ncnc32)O1	5	-1	-10	0.0	-28	96	-6	8	-0.3	-1

More entries.
SMILES	Cardio protect	m5-HT2A agonist	CaV13 ICDI inh	MC4R ag barr	PDI inh	ABCB6 inh 2	Vif inh	MC4R antagonist	aDG glyco act	Glyco luc inh
COc1ccc(C(=O)Nc2ccc([N+](=O)[O-])cn2)c(OC)c1	-6	0	-19	-2.2	-4	99	0	7	0.0	-3
Cc1cn(C2CC3OCC3O2)c(=O)[nH]c1=O (configuration not stated)	4	-2	0	-1.8	5	93	5	1	-0.4	2
CCOc1ccc(N(C)C(=O)CCc2nnc3ccc(N4CCCC4)nn23)cc1	-1	8	-4	1.1	9	98	15	-5	0.1	0
CCOc1cc(C(=O)N(C)CC(=O)Nc2cccc3ccccc23)ccc1OC	6	3	-2	-3.2	11	97	-4	3	0.0	0
Cn1c(N)c(C(=O)COC(=O)c2ccc3ccccc3c2)c(=O)n(C)c1=O	8	1	-6	-1.5	-84	98	3	6	0.0	-1
O=C(COC(=O)Cc1c(F)cccc1Cl)NCCC1=CCCCC1	0	0	-4	-2.4	4	98	2	17	0.2	-1
O=C(C=Cc1ccc2c(c1)OCO2)C=Cc1ccc2c(c1)OCO2	5	0	-8	1.3	14	100	2	-1	-0.3	18
CCN(CC(=O)Nc1ccc(OC)cc1)C(=O)c1cc(S(=O)(=O)N2CCOCC2)ccc1N1CCCC1	0	-8	-6	-2.5	8	100	3	3	0.0	0
COc1ccc(N2C(=O)[C@@H]3[C@H](C2=O)[C@H]2c4ccccc4C=CN2[C@@H]3C(=O)Nc2ccccc2)cc1	-14	-2	-9	-1.7	2	105	-16	-1	-0.5	1
N=c1sccn1CC(=O)Nc1cccc(Oc2ccccc2)c1	-4	-4	-3	-0.5	1	94	45	-5	2.9	4
CCC1(C)N([O-])C(C)=C(c2ccccc2)[N+]1=O (configuration not stated)	-2	1	-2	-2.2	5	103	12	-5	0.2	2
O=C(Oc1ccccc1C(=O)N1CCOCC1)c1ccc(Br)cc1	-1	-2	-4	-1.9	7	94	1	0	-0.2	2
O=C1CSC(c2ccc(Cl)cc2)N1C1CCCCC1 (configuration not stated)	-11	-4	.	4.3	23	89	4	2	-0.1	-3
COc1ccc(C(=O)Nc2ccccc2C(=O)NCc2ccco2)cc1OC	17	-2	-6	0.4	5	91	-2	4	-0.4	-4
NNC(=O)C1C(O)CCC2CN3CCc4c([nH]c5ccccc45)C3CC21 (configuration not stated)	1	5	-8	-0.8	-14	93	-6	2	-0.1	-1
CCCCOc1ccc(/C=C/C(=O)Nc2ccc([N+](=O)[O-])cc2C)cc1	0	9	-6	2.4	-4	101	1	13	-0.1	0
CC1(C)Cc2c(sc3nc4n(-c5ccccc5)c(=O)c(CCC(=O)O)nn4c(=O)c23)CO1	-3	1	-4	-0.9	2	93	10	1	0.7	2
COc1ccccc1NC(=O)c1ccc([N+](=O)[O-])cc1[N+](=O)[O-]	0	1	1	2.2	1	92	0	20	0.9	1
Cc1ccccc1CNS(=O)(=O)c1ccccc1[N+](=O)[O-]	-1	1	-7	-1.5	5	90	-4	-7	0.7	0
O=C(c1ccc2c3c(cccc13)CC2)C1CCCN(C(=O)c2ccc(=O)[nH]c2)C1 (configuration not stated)	-11	2	-4	-1.6	7	102	-1	6	0.0	0
COc1ccc(NS(=O)(=O)c2ccc(NC(=S)NC(=O)C(C)C)cc2)cc1	-31	7	-7	0.0	-2	87	-6	0	0.2	-4
Cc1cc(=O)[nH]c(N2CCOCC2)n1	-4	4	-5	-0.1	0	91	3	3	-0.2	2
Cc1cccc(OCC(=O)Nc2ccc3c(c2)nc2n3CCOC2)c1	2	1	-4	-1.6	7	104	-8	10	0.2	-2
CCN(CC)C(=O)c1cc(-c2ccc(Br)cc2)on1	-4	0	-4	-1.7	-1	104	?	-1	0.2	-3
CCN(CC(=O)NCCC1=CCCCC1)S(=O)(=O)c1ccccc1	-4	-4	1	-0.7	1	93	-5	5	-0.1	1
Cc1cccc(N2CCN(C(=O)CCc3nc4ccccc4c(=O)[nH]3)CC2)c1C	50*	-2	-6	-0.5	0	95	-7	-1	0.6	4
COc1ccc(N2C(=O)CC(NC3CC3)C2=O)cc1 (configuration not stated)	-5	4	.	0.0	-4	118	1	0	0.2	2
COCCCn1c(SCC(=O)Nc2ccccc2)nnc1-c1ccncc1	-2	5	-4	1.5	2	93	-2	-2	0.3	1
